Shiga inhibitor = inhibitors of Shiga toxin in Vero cells; Vero cells, Shiga toxin protein synthesis inhibition reporter; 9.2% of 290,000 active; inhibition, % at 38.7 µM; in the data active = inhibition mostly above about 28%, no sharp cut-off; inactive = mostly below about 43%; note: 0% is about no effect
LmPK inhibitor = blocks Leishmania mexicana pyruvate kinase activity; Q27686; purified LmPK, Kinase-Glo ATP luminescence, 1 h; Potency, µM (doses to about 57.5 µM), for the others: at the top dose activity change, negative = inhibition, usual class: inhibitors; 0.37% of 290,000 active; AID 1721; note: potency is the fitted concentration of half-maximal effect; % is set by controls: 0 for no effect and ±100 for the full control effect
Target sequence (Q27686 whole entry, looked up): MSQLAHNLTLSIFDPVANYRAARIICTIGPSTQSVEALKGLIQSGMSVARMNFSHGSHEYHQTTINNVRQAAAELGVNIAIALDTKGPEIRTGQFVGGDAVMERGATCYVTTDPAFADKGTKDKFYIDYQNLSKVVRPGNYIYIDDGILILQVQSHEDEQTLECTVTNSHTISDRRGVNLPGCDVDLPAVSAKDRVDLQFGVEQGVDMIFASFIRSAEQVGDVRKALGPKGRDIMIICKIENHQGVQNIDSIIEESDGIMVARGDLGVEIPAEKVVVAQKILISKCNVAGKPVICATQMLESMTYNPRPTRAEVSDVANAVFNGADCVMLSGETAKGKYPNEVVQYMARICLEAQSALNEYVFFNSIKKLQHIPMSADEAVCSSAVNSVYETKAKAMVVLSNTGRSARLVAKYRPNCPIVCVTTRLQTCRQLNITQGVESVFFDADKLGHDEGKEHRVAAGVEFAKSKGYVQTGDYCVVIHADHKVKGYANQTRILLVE
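Purified LmPK (0.1 nM) with 0.5 mM PEP and 0.1 mM ADP in imidazole buffer pH 7.2 with MgCl2/KCl, 1 h at room temperature. ATP formed was read by luciferase luminescence and normalized to no-enzyme and uninhibited controls.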
Pf growth 48h = inhibits P. falciparum growth in the first generation, 48 h; 5.9% of 310,000 active; P. falciparum luciferase growth in erythrocytes, 48 h; Potency, µM (highest dose often 28.7 µM), for the others: at the top dose activity change, negative = inhibition, hits mostly inhibitors; note: potency is the fitted concentration of half-maximal effect; % is set by controls: 0 for no effect and ±100 for the full control effect
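Read-out is firefly luciferase luminescence from an integrated reporter in P. falciparum, so falling signal marks reduced parasite growth. Infected erythrocytes were at 2% hematocrit and 0.1% parasitemia (final) in Albumax-supplemented RPMI 1640.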
CHX counter = counter-screen for Shiga toxin inhibitors: cycloheximide protein synthesis inhibition; cell reporter, cycloheximide protein synthesis inhibition counterscreen; max response, %; 12% of 300,000 active; in the data active = max response mostly above about 13%, no sharp cut-off; inactive = mostly below about 14%; note: read at 38.3 µM for the half of the compounds with a filed dose; 0% is about no effect
HCV inhibitor = blocks hepatitis C virus. Huh7.5.1 HCVcc-Cre infection, luciferase reporter, 44 h. Potency, µM (top dose mostly 41.8 µM), without a hit: at the highest dose activity change, negative = inhibition, most hits filed as inhibitors. 3.4% of 340,000 active; note: potency is the fitted concentration of half-maximal effect; % is set by controls: 0 for no effect and ±100 for the full control effect
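A cell-based infection assay in which seeded cells (1,000 per well) receive test compound after 4 h, are inoculated with HCVcc-Cre at approximately 0.5 moi, and are incubated 44 h before luminescence detection.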
Tb PYK inh = inhibitors of Trypanosoma brucei pyruvate kinase | TbPYK enzyme, Kinase-Glo Plus ATP luminescence, 45 min | Potency, µM (titrated, usually from 76.8 µM), inactives show at the top dose activity, negative = inhibition, most hits filed as inhibitors | 0.12% of 410,000 active; note: potency is the fitted concentration of half-maximal effect; % is set by controls: 0 for no effect and ±100 for the full control effect; nearly all actives have a fitted effect of over 50% in size
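Quantitative HTS: titrated library compounds versus trypanosomal pyruvate kinase in TEA buffer (pH 7.2) containing KCl, MgCl2, BSA and Tween-20. Reactions were initiated with ADP, 130 uM final. Kinase-Glo Plus luminescence was read after 45 min at RT.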
Pf growth 96h = P. falciparum growth inhibition at 96 hours. P. falciparum luciferase reporter growth, 96 h. Potency, µM (highest dose often 28.7 µM), for inactives: at the top dose activity change, negative = inhibition, most hits filed as inhibitors. 6.9% of 320,000 active. AID 504834; note: potency is the fitted concentration of half-maximal effect; % is set by controls: 0 for no effect and ±100 for the full control effect
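Compounds incubated with erythrocytes infected by luciferase-expressing P. falciparum (2% hematocrit, 0.05% parasitemia final) for 96 hours, 37 C in 5% CO2. Growth inhibition scored as decreased luciferase luminescence.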
* = called active by the depositor; ? = inconclusive; . = no result given; & = joins results of further samples; [ ] = dose if it differs, or a comment. Unless noted, calls come from the whole dose curve; as a rule, active = well fitted curve in the direction sought with a large enough effect; inconclusive = small, poorly fitted or top-dose-only effect, or another doubt; inactive = no such curve, though single readings can be large; an effect the other way counts as inactive or inconclusive.

SMILES	Shiga inhibitor	LmPK inhibitor	Pf growth 48h	CHX counter	HCV inhibitor	Tb PYK inh	Pf growth 96h
CSCC[C@H](NC(=O)c1ccc2ccccc2c1)C(=O)N1CCC2(CC1)NCCc1[nH]cnc12	-12	6%	-15%	11	3%	-1%	-1%
COCCN(C(=O)c1ccc(N2CCCC2=O)cc1)c1c(N)n(Cc2ccccc2)c(=O)[nH]c1=O	.	.	10%	.	2%	1%	53%[activator]
CCc1nnc(NC(=O)c2ccc(Cl)c(S(=O)(=O)N3CCc4ccccc43)c2)s1	-8	0%	.	1	-18%	1%	?
CCOc1cc(C(=O)Nc2cccc(OCC(=O)N3CCOCC3)c2)cc(OCC)c1OCC	-5	-5%	-1%	0	?	4%	17%
COc1cc2c(cc1OC)C1(CCCC1)C(N)=C2C#N	-3	0%	?	-2	3.2µM*	-10%	?
CCOC(=O)N1CCc2c(sc(NC(=O)Cc3ccccc3)c2C(=O)c2ccc(OC)cc2)C1	-18	4%	5.2µM*	-2	?	3%	?
CC12CCC(C[N+](C)(C)C1)C2(C)C (stereo unspecified)	24	2%	13%	19	12%	-29%	-19%
N#CCN=C(c1ccccc1)c1ccccc1	.	.	36%[activator]	.	19%	-6%	38%[activator]
CCCCCn1c(SCCC(C)C)nc2c1c(=O)[nH]c(=O)n2C	-7	4%	?	-1	?	-18%	13µM*
O=C(CSc1nnnn1C1CCCCC1)NCc1ccc2c(c1)OCO2	-5	-5%	4%	-2	12%	-4%	?
COC(=O)c1cccc(Nc2nc3ccccc3nc2C)c1	-8	3%	19%	1	?	-9%	.
COc1cc(OC)c(S(=O)(=O)N2CCN(C(=O)c3ccco3)CC2)cc1NC(C)=O	-11	4%	0%	-1	-9%	-5%	-1%
O=C(N/N=C/c1cccc([N+](=O)[O-])c1)c1ccc(Br)cc1	9	-2%	11%	-4	-14%	-3%	14%
CCCN(c1ccc(OCC)cc1)c1ncnc2nc[nH]c12	1	-2%	-9%	-2	5%	-4%	9%
Cc1cc(C(=O)NC2CCCC2)on1	14	1%	-3%	-1	9%	1%	-2%
Cn1cccc1/C=C(/C#N)C(N)=S	-13	-1%	2%	-5	1%	2%	3%
COC(=O)c1ccccc1NC(=O)C12CCC(C)(C(=O)O1)C2(C)C (stereo unspecified)	-2	-8%	-11%	-2	-29%	-3%	.
CCOc1ccc(-c2onc(C(F)(F)F)c2-c2cscn2)c(O)c1	-11	2%	4.7µM*	8	10µM*	-1%	.
C=CCc1cccc2cc(C(=O)N3CCOCC3)c(=O)oc12	.	2%	72%[activator]	-1	4%	-5%	0%
COC(=O)C1SCC2C(=O)N(Cc3ccc(F)cc3)CC(=O)N21 (stereo unspecified)	2	-3%	10%	-2	19%	-1%	70%[activator]
O=C(NC(NNc1ccc([N+](=O)[O-])cc1)(C(F)(F)F)C(F)(F)F)c1ccc(Cl)cc1	-13	-10%	.	-3	?	-23%	?
CCCCCCC(=O)NCC(=O)OCC(=O)c1ccccc1	-9	-10%	-1%	-2	22%	-5%	7%
CC(=O)N1c2c(cc(Br)cc2S(=O)(=O)NCC2COc3ccccc3O2)CC1C (stereo unspecified)	-3	0%	0%	1	-13%	-7%	20%
C=CCN(c1nc(C)cc(OC)n1)S(=O)(=O)c1ccccc1	.	24%	-12%	4	-2%	-2%	13%
Cc1ccc(S(=O)(=O)N2CCN(Cc3cccnc3)CC2)cc1	-4	-1%	-4%	1	-7%	-4%	17%
COc1ccc(NC2=C(C(C)=O)C(c3ccc(OC)cc3)C(C(C)=O)C(C)(O)C2)cc1 (stereo unspecified)	-10	3%	-22%	-2	-17%	1%	.
COc1cc(CNc2ccc(CNc3ncn[nH]3)cc2)ccc1OCC(=O)NC(C)(C)C	-6	-2%	?	-6	?	-3%	?
CC(=O)c1cccc(NC(=O)C(C)OC(=O)CCN=C2NS(=O)(=O)c3ccccc32)c1 (stereo unspecified)	.	.	9%	.	0%	-5%	?
O=C(N/N=C/c1ccc([N+](=O)[O-])cc1)c1ccc2nc[nH]c2c1	20	0%	?	2	-9%	-12%	?
Cc1nonc1N1CCN(Cc2cn[nH]c2-c2ccc(F)cc2F)CC1	-8	4%	10%	-1	16%	1%	?

Random excerpt: two records from the list, in no set order.
SMILES	Shiga inhibitor	LmPK inhibitor	Pf growth 48h	CHX counter	HCV inhibitor	Tb PYK inh	Pf growth 96h
CC(=O)N1c2c(cc(Br)cc2S(=O)(=O)NCC2COc3ccccc3O2)CC1C (stereo unspecified)	-3	0%	0%	1	-13%	-7%	20%
COC(=O)C1SCC2C(=O)N(Cc3ccc(F)cc3)CC(=O)N21 (stereo unspecified)	2	-3%	10%	-2	19%	-1%	70%[activator]

Back to the main list, repeating the three entries before the break.
SMILES	Shiga inhibitor	LmPK inhibitor	Pf growth 48h	CHX counter	HCV inhibitor	Tb PYK inh	Pf growth 96h
CC(=O)c1cccc(NC(=O)C(C)OC(=O)CCN=C2NS(=O)(=O)c3ccccc32)c1 (stereo unspecified)	.	.	9%	.	0%	-5%	?
O=C(N/N=C/c1ccc([N+](=O)[O-])cc1)c1ccc2nc[nH]c2c1	20	0%	?	2	-9%	-12%	?
Cc1nonc1N1CCN(Cc2cn[nH]c2-c2ccc(F)cc2F)CC1	-8	4%	10%	-1	16%	1%	?
COc1ccc(C2(C(=O)NCC3CCCO3)CCOCC2)cc1 (stereo unspecified)	-18	2%	-3%	-2	18%	-5%	.
C=CCn1c(SCc2c(C)noc2C)nc2sc(C)c(C)c2c1=O	-18	1%	.	-3	-4%	3%	9.3µM*
CN1CCCC(OC(=O)c2cccc(S(=O)(=O)N3CCCCCC3)c2)C1 (stereo unspecified)	-4	-4%	?	-2	-17%	2%	-20%
COc1ccc(OCC(=O)Nc2c(C(=O)N3CCN(C)CC3)oc3ccccc23)cc1	-13	0%	-9%	-1	-10%	3%	9.3µM*
Cc1c(NC(=O)/C(C#N)=C/c2ccc(-c3ccc(Cl)c(Cl)c3)o2)c(=O)n(-c2ccccc2)n1C	-2	0%	7%	-5	?	0%	?
CC(NCC(=O)Nc1ccccc1C(=O)NC1CC1)c1ccco1 (stereo unspecified)	.	.	1.7µM*	.	8%	2%	7%
CC(NC(=O)CNC(=O)c1cccc(Cl)c1)c1ccccc1 (stereo unspecified)	18	-1%	17%	10	3%	-13%	?
COc1ccc(OC)c(NCc2cccn2-c2nnc(N3CCC(C)CC3)s2)c1	69*	.	.	31*	.	-18%	.
COc1ccccc1NS(=O)(=O)c1ccc2oc(SCC(=O)N3CCNC3=O)nc2c1	.	.	?	.	?	-5%	?
CC(C)c1nc(-c2c(N)n(C)c(=O)n(C)c2=O)sc1C(=O)C(C)(C)C	-4	0%	9%	1	?	-4%	12%
C=CCN(CC=C)C(=S)Nc1ccccc1	25	0%	?	4	23%	2%	?
Cc1cc(-c2ccc(C)c(S(=O)(=O)NCC3CCN(Cc4ccc(F)cc4)CC3)c2)on1	-2	-2%	?	-5	8.9µM*	3%&0%	?
O=C(c1ccc2nc(-c3ccco3)c(-c3ccco3)nc2c1)N1CCN(c2ncccn2)CC1	9	1%	-2%	4	-26%	-12%	1%
N#CC1(NC(=O)COC(=O)CNC(=O)c2sc3ccccc3c2Cl)CCCCC1	.	.	-8%	.	11%	-3%	-28%
N/C(=N\N=C\c1ccc2c(c1)OCO2)c1nonc1N	75*	11µM*	315%[activator]	45*	5%	-17%	411%[activator]
FC(F)(F)c1cc(C(F)(F)F)c2ccc(N3CCN(c4ccc(Cl)cc4)CC3)nc2n1	-12	1%	36%[activator]	2	13%	.	28%
C(C#CCCCCCCCCC[n+]1ccccc1)#CCCCCCCCCC[n+]1ccccc1	-9	-2%	0.29µM*	-3	?	-4%&2%	0.093µM*
Cc1nc2ncnn2c(C)c1CCC(=O)NCCC1=CCCCC1	1	3%	?	2	37%[activator]	1%	?
Cc1ccccc1C1=NC(C(F)(F)F)(C(F)(F)F)c2c(n(C)c(=O)n(C)c2=O)N1	109*	1%	?	61*	?	-9%	?
COc1ccc(-c2csc(NC(=O)COc3ccc(N(C)S(=O)(=O)c4ccc(C)cc4)cc3)n2)cc1	18	0%	?	11	?	-6%	?
CSCCC(N=C1NS(=O)(=O)c2ccccc21)C(=O)NCCc1ccccc1 (stereo unspecified)	-10	-3%	0%	-4	?	-4%	-16%
CC(NC(=O)CN1CCN(c2ccccc2F)CC1)c1ccccc1 (stereo unspecified)	-7	2%	-5%	1	-6%	0%	?
Cn1c2ccccc2c(=O)c2c(=O)n(Cc3ccco3)c(-c3ccc(F)cc3)nc21	-2	-6%	?	0	-22%	0%	?
CCNC(=O)COn1c(SCC(=O)NCC)nc2ccccc2c1=O	-4	-5%	30%[activator]	-2	5%	4%	74%[activator]
O=C(COC(=O)c1ccccc1SCC(=O)N1CCCC1)NCc1ccccc1	.	.	?	.	-17%	-5%	6%
Cn1c(CSCc2ccc(F)cc2)nnc1SCC(=O)N1CCN(c2ccccc2)CC1	-6	2%	-19%	-2	?	-8%	?
COc1ccc(C(=O)NCCN2CCOCC2)cc1S(=O)(=O)Nc1ccc(C)cc1	.	.	-3%	.	-6%	1%	-23%
CCOC(=O)C1(Cc2ccccc2Cl)CCN(C(=O)CCn2ccnc2C)CC1	68*	-2%	-15%	42*	7%	0%	?
O=c1c2c(-c3ccc([N+](=O)[O-])cc3)csc2nc2n1CCCCC2	15	-6%	?	4	-26%	-22%	11%
CCC(C)(C)C1CCc2[nH]nc(C(=O)NCc3ccc(OC)cc3)c2C1 (stereo unspecified)	.	.	?	.	4%	-2%	48%[activator]
COCCCNC(=O)CN(c1cccc(Cl)c1)S(C)(=O)=O	-16	5%	-4%	0	-3%	1%	30%
CC(C)=C1C2CCC1C1C(=O)N(c3nc(-c4ccc(C(C)C)cc4)c(C)s3)C(=O)C21 (stereo unspecified)	-19	5%	34%[activator]	-10	-15%	-1%	43%[activator]
CC(C)CN1CCN(Cc2ccccc2C(F)(F)F)CC1CCO (stereo unspecified)	-2	5%	-16%	-2	2%	3%	1%
CC(=O)n1cc(N(C(=O)CCl)c2ccc(C)cc2)c2ccccc21	4	7%	?	22*	1.6µM*	-1%	?
Cc1ccc(C(=O)C(C)OC(=O)c2ccc(Cl)nc2)cc1 (stereo unspecified)	.	.	12%	.	18%	-11%	33%[activator]
NC(=O)NC(=O)COC(=O)CNS(=O)(=O)c1ccc(F)c(F)c1F	3	4%	21%	-1	13%	-3%	37%[activator]
Cc1ccc(-c2nc(CS(=O)CC(=O)NC(C)CCc3ccccc3)c(C)o2)cc1 (stereo unspecified)	-8	2%	2%	6	-30%	0%	15%
CCCN1CCN(CC(=O)NCC(=O)Nc2cccc(C)c2C)CC1	.	.	-29%	.	39%[activator]	-3%	-1%
CSC1=NNC(c2ccc(C(C)(C)C)cc2)=NN1	96*	-4%	34%	33*	4%	-5%	-26%
CN1CCN(C2CCN(S(=O)(=O)c3ccc(C(C)(C)C)cc3)CC2)CC1	4	-1%	1%	-3	?	-5%	-2%
C=C(C)CN1C(=O)C(=O)N(CC(=C)C)C1=O	-2	-7%	5%	-4	19%	-4%	22%
Cc1cc(=O)[nH]c(SCc2cccc3cccnc23)n1	9	-1%	66%[activator]	8	12%	-1%	5%
